Screens deposited in PubChem BioAssay by National Center for Advancing Translational Sciences (NCATS).
aGal spleen mod – inhibitors or activators of human alpha-galactosidase in spleen homogenate. P06280. human spleen homogenate, 4MU-alpha-Gal fluorescence, 40 min. Potency, µM (highest dose often 80 µM), for the others: top-dose activity change, negative = inhibition, hits mostly inhibitors. actives 0.008% (n = 240,000);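 further: 0% = enzyme with vehicle and -100% = no enzyme basal signal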
Target sequence (P06280 32-429 limits assumed): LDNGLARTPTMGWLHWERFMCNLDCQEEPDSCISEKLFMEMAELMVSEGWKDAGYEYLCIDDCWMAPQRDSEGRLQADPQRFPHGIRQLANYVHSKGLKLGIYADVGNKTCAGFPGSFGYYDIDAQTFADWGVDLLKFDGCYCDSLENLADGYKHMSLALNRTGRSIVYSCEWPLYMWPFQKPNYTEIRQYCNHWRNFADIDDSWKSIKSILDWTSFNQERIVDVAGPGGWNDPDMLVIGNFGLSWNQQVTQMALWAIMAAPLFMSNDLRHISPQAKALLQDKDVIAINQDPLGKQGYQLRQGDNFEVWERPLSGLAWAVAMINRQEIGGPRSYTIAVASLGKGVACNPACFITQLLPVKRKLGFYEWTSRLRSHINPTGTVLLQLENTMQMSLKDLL
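Human spleen homogenate (1 ug) as enzyme source, 4-methylumbelliferyl-alpha-D-galactopyranoside 1 mM final, citrate/phosphate pH 5.0 with 0.01% Tween-20. Compounds 40 min at 37C, NaOH/glycine stop; fluorescence Ex 365/Em 440, Hill-fit AC50.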
JMJD2E inh – blocks human JMJD2E demethylase activity | actives 1.6% (n = 230,000) | B2RXH2 | JMJD2E catalytic domain, FDH-coupled NADH fluorescence (FDH is formaldehyde dehydrogenase) | Potency, µM (titrated, usually from 57.1 µM), inactives show top-dose activity change, negative = inhibition, hits mostly inhibitors; active means well fitted inhibition curve with a large enough effect, not every such curve was filed as active; inconclusive means small, poorly fitted or top-dose-only effect, or another doubt; inactive means no such curve, though single readings can be large or run the other way;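 further: 0% = wells with enzyme and -100% = buffer wells without enzyme; nearly all actives have a fitted effect of over 50% in size; many of its hits are not listed in these tables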
ALDH1A1 block – ALDH1A1 (human) enzyme inhibition | P00352 | Purified ALDH1A1, NADH fluorescence, propionaldehyde substrate | Potency, µM (series often up to 75.3 µM), for inactives: at the highest dose activity, negative = inhibition, actives largely listed as inhibitors | actives 7.3% (n = 220,000) | AID 1030; active means well fitted inhibition curve with a large enough effect, not every such curve was filed as active; inconclusive means small, poorly fitted or top-dose-only effect, or another doubt; inactive means no such curve, though single readings can be large or run the other way;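 further: plate controls were no enzyme wells and a reference inhibitor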
Target sequence (P00352 whole entry, looked up): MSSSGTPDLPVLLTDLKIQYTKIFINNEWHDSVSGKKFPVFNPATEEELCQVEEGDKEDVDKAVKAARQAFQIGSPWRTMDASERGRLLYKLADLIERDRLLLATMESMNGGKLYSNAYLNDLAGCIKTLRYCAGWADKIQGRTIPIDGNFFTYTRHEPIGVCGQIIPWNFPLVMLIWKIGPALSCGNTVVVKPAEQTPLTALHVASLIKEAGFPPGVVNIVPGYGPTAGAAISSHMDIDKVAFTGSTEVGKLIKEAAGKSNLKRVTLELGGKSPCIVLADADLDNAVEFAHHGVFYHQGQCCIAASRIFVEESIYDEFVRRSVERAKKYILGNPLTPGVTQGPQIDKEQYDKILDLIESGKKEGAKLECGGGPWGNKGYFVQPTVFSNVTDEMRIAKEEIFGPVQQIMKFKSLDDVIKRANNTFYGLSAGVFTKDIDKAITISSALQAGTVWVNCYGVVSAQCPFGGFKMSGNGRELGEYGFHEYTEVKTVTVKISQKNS
GAA glycogen mod – inhibitors or activators of human alpha-glucosidase glycogen cleavage; Potency, µM (highest dose often 76.4 µM), without a hit: at the highest dose activity change, negative = inhibition, most hits filed as inhibitors; recombinant GAA, glycogen substrate, Amplex Red glucose oxidase fluorescence; actives 0.38% (n = 300,000); P10253; AID 2100;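 further: 0% = full enzyme reaction and -100% = no-enzyme basal signal; the screen sought inhibitors and activators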
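Recombinant human enzyme (4 nM); glycogen substrate; 37 C, 40 min, pH 5.0. Readout: coupled glucose oxidase/Amplex Red fluorescence.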
RGS12 GoLoco inh – inhibitors of human Gai1-RGS12 GoLoco interaction (red fluorophore); P63096; Gai1:RGS12 GoLoco peptide FP, rhodamine, 10 min; Potency, µM (top dose mostly 61.6 µM), without a hit: top-dose activity, negative = inhibition, hits mostly inhibitors; actives 0.44% (n = 230,000); active means well fitted inhibition curve with a large enough effect, not every such curve was filed as active; inactive means no such curve, though single readings can be large or run the other way; further: on the % scale 0 is the no-effect control and ±100 the full control effect; nearly all actives have a fitted effect of over 30% in size; many of its hits are not listed in these tables
SMN2 splice enh – enhancers of SMN2 splice variant expression | HEK293 SMN2-luciferase splicing reporter, luminescence, 30-36 h | actives 2.8% (n = 210,000) | AID 1458 | Potency, µM (highest dose often 46.1 µM), inactives show top-dose activity change, positive = activation, actives largely listed as activators; further: % of control where 0% means no effect; nearly all actives have a fitted effect of over 55% in size
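HEK293 cells carry an SMN2 minigene-luciferase reporter in which exon 7 inclusion puts luciferase in frame. Cells were seeded at 2000 cells/well, attached for 10-12 hours, then exposed to compounds for 30-36 hours at 37C before ONE-Glo luminescence.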
GAA inhib – inhibitors of human lysosomal alpha-glucosidase | purified human GAA, 4-MU-alpha-glucoside fluorescence | AID 1466 | Potency, µM (highest dose often 76.9 µM), inactives show top-dose activity change, negative = inhibition, most hits filed as inhibitors | actives 0.005% (n = 200,000) | P10253;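 further: plate controls were uninhibited enzyme wells for no effect and no-enzyme background for full effect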
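qHTS format, compound range up to 77 uM. Human lysosomal enzyme at 4 nM, 400 uM 4-MU glucoside substrate, pH 5.0, 20 min room temperature; fluorescence after alkaline stop gives activity normalized to controls.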
aGlu spleen mod – inhibits or activates alpha-glucosidase in human spleen homogenate. AID 2112. Potency, µM (doses to about 79.9 µM), for inactives: at the top dose activity change, negative = inhibition, hits mostly inhibitors. P10253. human spleen homogenate, 4-MU-alpha-glucoside fluorescence. actives 0.006% (n = 240,000);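 further: 0% = enzyme with vehicle and -100% = no enzyme basal signal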
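AC50 values come from Hill-equation fits of concentration-response data, normalized to no-enzyme and full-activity controls. Enzyme source: 1 ug human spleen homogenate; 1 mM fluorogenic 4-MU glucoside, pH 5.0 citrate buffer, 37 C, 40 min.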
An asterisk follows results filed as active; ? = inconclusive; . = not tested or not shown; & = joins results of further samples; [ ] = remark or other dose. Unless noted, the call rests on the fitted dose curve; in most records, active means well fitted curve in the direction sought with a large enough effect; inconclusive means small, poorly fitted or top-dose-only effect, or another doubt; inactive means no such curve, though single readings can be large; an effect the other way counts as inactive or inconclusive. Potency means the concentration at half of the fitted maximal effect.

Compound	aGal spleen mod	JMJD2E inh	ALDH1A1 block	GAA glycogen mod	RGS12 GoLoco inh	SMN2 splice enh	GAA inhib	aGlu spleen mod
CCN(Cc1ccccc1)Cc1c(C)[nH]c2c(C)c(C)ccc2c1=O	7%	1%	1%	5%	3%	-5%	-9%	3%
O=C1c2ccccc2NC(c2ccc(F)cc2)N1Cc1ccco1 (stereo not given)	20%	?	?	-6%	0%	-32%[inhibitor]	12%	6%
Cc1c(NC(=O)c2cc3c(=O)n4ccccc4nc3s2)c(=O)n(-c2ccccc2)n1C	4%	?	.	2%	6%	.	.	-23%
O=C(N/N=C/c1cccc(Br)c1)c1ccc(Cn2cc(Br)cn2)o1	-3%	-9%	-5%	-6%	24%	-16%	3%	4%
Cc1cc(NC(=O)CSc2nnc(-c3ccncc3)n2N)ccc1Br	7%	-1%	?	0%	7%	-4%	-6%	-1%
CC(C)OC(=O)CC1C(=O)NCCN1C(=S)NC(=O)c1ccccc1Cl (stereo not given)	-2%	-14%	-4%	-7%	9%	3%	12%	3%
O=C(Nc1ccc(N2CCN(C(=O)c3ccc(Cl)cc3)CC2)cc1)c1ccc(Br)o1	-5%	0%	-4%	-4%	1%	-90%[inhibitor]	-6%	-6%
C=CCOC(=O)N[C@H](/C(C(=O)OC)=C(\C)NCc1ccccc1)c1cccc(C(F)(F)F)c1	7%	2%	0%	.	3%	9%	.	-3%
CC(C)CN1CC[C@@]2(CCCN(C(=O)c3cccc(F)c3)C2)C1	9%	.	2%	.	10%	16%	.	-1%
CC1CCN(C(=O)c2ccc(S(=O)(=O)Cc3cccc(F)c3)c([N+](=O)[O-])c2)CC1	-5%	-1%	25µM*	14%	-2%	-13%[1.84 µM]	-3%	-3%
COc1ccc([N+](=O)[O-])cc1NC(=O)CCN1CCN(c2ccccc2OC)CC1	-14%	9%	9%	6%	6%	-11%	2%	-17%
CC1(C(=O)NCc2ccc(F)cc2)Oc2ccccc2NC1=O (stereo not given)	16%	-3%	9%	7%	-7%	-4%	-6%	.
COc1cccc(NC(=O)CSc2nncn2N)c1	6%	5%	3%	-2%	14%	-9%	-12%	8%
CN1CCN(C(=O)c2cc3nc(-c4ccc(Cl)cc4)cc(C(F)(F)F)n3n2)CC1	6%	-3%	?	-1%	3%	-42%[inhibitor]	-7%	-3%
CC(C)Oc1ccc(/C=C(\NC(=O)/C=C/c2ccco2)C(=O)NCCc2nc3ccccc3[nH]2)cc1	-4%	?	-3%	-2%	13%	-20%	-9%	-8%
O=C(COC(=O)c1ccco1)Nc1ccc2c(c1)OCCO2	8%	0%	-9%	6%	1%	-1%	-1%	1%
N=c1c[n+](N2CCOCC2)[n-]o1	-7%&0%	-7%&-2%	?	-2%	-9%&-9%	-31%&4%[inhibitor]	-6%[15.4 µM]	4%&7%
Cc1cc(NC(=O)CSc2nnc(Cc3ccccc3)n2C)no1	5%	4%	2%	7%	0%	-13%	4%	3%
COC(=O)C[C@H](NC(=O)[C@H](C)NC(=O)[C@@H](NC(=O)OCc1ccccc1)C(C)C)C(=O)CF	-2%	.	10%	.	5%	26%	.	-3%
O=C(NC(NC(=S)Nc1cccc(C(=O)O)c1)C(Cl)(Cl)Cl)OCc1ccccc1 (stereo not given)	4%	?	?	7%	-13%	6%	-14%	3%
CCSc1nnc(-c2sc3nnc(-c4ccccc4)c(-c4ccccc4)c3c2N)o1	6%	8%	?	-1%	-7%	-33%[inhibitor]	8%	-2%
CCOC(=O)c1[nH]c(C)c(C(=O)OCC(=O)N2CCCCC2C)c1C (stereo not given)	4%	-1%	?	-9%	3%	23%	-1%	-1%
COc1cccc(Nc2nnc(SCc3nc4ccccc4s3)s2)c1	-1%	-2%	?	-4%	131%[activator]	-11%	-3%	0%
Cc1cccn2cc(CCNS(=O)(=O)c3ccc4c(c3)OCCO4)nc12	-1%	11%	3%	7%	8%	-13%	-4%	-6%
CC(=O)Oc1ccc(C2(C)CC(C)(C)NC(=S)N2C)c(OC(C)=O)c1 (stereo not given)	3%	10%	1%	-3%	1%	-10%	2%	3%
CC(C)C(=O)NCCc1nc2ccccc2n1CCCOc1ccc(Cl)cc1	16%	2%	8%	-7%	2%	-19%	-7%	6%
COC(=O)C(NC(C)=O)(Nc1cc(C)ccn1)C(F)(F)F (stereo not given)	2%	16%	10%	2%	-1%	.	4%[15.4 µM]	5%
Cc1c(C(=O)O)c(-c2ccccc2)nn1-c1ccccc1	-13%	-20%	-7%	11%	7%	23%	-13%	-3%
COc1cc(/C=C2/SC(=S)N(c3c(C)n(C)n(-c4ccccc4)c3=O)C2=O)ccc1O	-6%	5%	-8%	?	342%[activator]	-25%	-4%	6%
CCCC(=O)Nc1ccccc1-c1nnn(CC(=O)Nc2ccc(OC)cc2)n1	-18%	5%	15%	6%	0%	-78%[inhibitor]	-4%	2%
CCCC(=O)N1CCN(c2ccc(NC(=O)C(C)(C)C)cc2Cl)CC1	5%	-6%	5%	5%	6%	-9%	5%	.
CCOc1ccc2c(c1)C(c1cccs1)=NNC(c1cccnc1)=N2	1%	15%	-8%	9%	7%	8%	-24%	-6%
CC(C)OC(=O)c1ccc(NC(=O)Cn2c(-c3nonc3N)nc3ccccc32)cc1	-6%	4%	22µM*	0%	8%	-4%	1%	-5%
CCCCNC(=S)NNC(=O)c1csc2ccccc12	-20%	4%	2%	7%	4%	?	-5%	-28%
Cc1ccccc1C(=O)NC1CCN(CC(=O)NCc2cccs2)CC1	-1%	11%	1%	0%	10%	4%	0%	-6%
O=C(c1cnn(-c2ccccc2)c1)c1ccc2ccccc2c1O	-3%	2%	11%	14%	-2%	13µM*	-4%	-6%
COCCN1C(=O)N[C@@H](c2ccco2)C(C(C)=O)=C1C	-11%&-4%	-1%&-9%	6%&3%	-5%	3%&8%	10%&-3%	-13%[15.4 µM]	3%&-3%
COc1cc(S(=O)(=O)N2CCCCC2)ccc1NC(C)=O	4%	0%	4%	-9%	1%	-7%	5%	-14%
C/C(Cc1ccccc1)=N\NC(=O)CNC(=O)c1ccc2c(c1)OCCO2	0%	13%	.	-5%	3%	.	.	15%
CC1(C)C(=O)OC(c2c(F)c(F)c(F)c(F)c2F)C2(CCCCC2)C1=O (stereo not given)	-2%	3%	9%	3%	-3%	.	0%	5%
O=C(O)CSc1nnc(Cn2nnc3ccccc32)n1CCc1ccccc1	10%	0%	-6%	1%	0%	3%	-3%	3%
Cc1ccc(OP(=O)(Nc2c(C)n(C)n(-c3ccccc3)c2=O)Oc2ccc(C)cc2)cc1	3%	8%	11%	-4%	-2%	13%	?	2%
C=CCn1cnc2c(nnn2-c2ccc(Cl)cc2)c1=O	-11%	-2%	?	-2%	11%	-19%	1%	.
CNCC(O)C(O)C(O)C(O)CO (stereo not given)	-5%	324%[activator]	8%	21%	4%	.	.	0%
O=C(NCc1ccccc1)NC1(C(=O)N2CCOCC2)CCCCC1	-1%	4%	11%	10%	4%	-14%	0%	-2%
CCCc1cc2c(n1Cc1ccc(OC)cc1)C(C)C1CN(C(=O)c3ccccc3)C(C)(C(=O)OC)C21 (stereo not given)	14%	-10%	?	.	43%[activator]	-3%	.	-4%
Cc1noc(C)c1S(=O)(=O)Nc1ccc(C(=O)NC2CCCCCC2)cc1	-1%	2%	7%	-4%	-3%	-7%	-1%	6%
CCSc1nnc(NC(=O)C(C)(C(F)(F)F)C(F)(F)F)s1	-3%	-8%	2%	11%	-21%	-47%[inhibitor]	-1%	-8%
Cc1noc(C)c1-c1nc(N(C)Cc2ccco2)c2ccccc2n1	2%	.	?	.	-10%	.	.	11%
COc1ccc(-n2c(SCC(=O)c3ccc[nH]3)nnc2-c2ccccc2)cc1	3%	-4%	3%	-1%	0%	-1%	-4%	0%

Remaining list, next part:
Compound	aGal spleen mod	JMJD2E inh	ALDH1A1 block	GAA glycogen mod	RGS12 GoLoco inh	SMN2 splice enh	GAA inhib	aGlu spleen mod
COc1ccc(S(=O)(=O)Nc2ccccc2C(=O)NCc2ccco2)cc1Br	13%	?	?	-5%	46%[activator]	-22%	1%	-19%
S=C(NCc1ccncc1)NC1CCCC1	-8%	0%	3%	1%	13%	0%	-24%	3%
COc1ccc(Cn2c(CCC(=O)N3CCN(c4ccccn4)CC3)nc3ncccc3c2=O)cc1	-6%	1%	?	11%	14%	-10%	9%	-4%
O=c1[nH]c2ccccc2c(=O)n1Cc1ccco1	-2%	1%	-9%	7%	-1%	6%	4%	4%
CC(C)CNc1cc(=O)n(C)c(=O)n1C	1%	-4%	8%	4%	0%	24%	-7%	1%
COc1cc(C(=O)Nc2cccc(-c3nc4ccccc4o3)c2C)cc(OC)c1OC	8%	1%	-8%	3%	6%	-3%	-8%	-2%
Cc1nc2cc(-c3cccc(F)c3)nn2c(C)c1CCC(=O)NC(C)c1ccc2c(c1)OCCO2 (stereo not given)	-4%	?	?	-8%	-3%	-15%	?	-8%
CCCCNC(=O)OCC(CC)NC(=O)OC(C)C (stereo not given)	3%	3%	3%	10%	4%	6%	-1%	-2%
COc1ccc([N+](=O)[O-])c2c(=O)ccoc12	-5%	0%	14%	4%	6%	19%	5%	-9%
COC(=O)c1nc2nc(C)cc(=O)n2[nH]1	-3%	?	?	1%	3%	-2%	-5%	1%
Nc1cc(=O)[nH]c(SCC(=O)N2N=C(c3ccc(Cl)cc3)CC2c2ccco2)n1 (stereo not given)	0%	5%	-10%	2%	44%[activator]	-13%	-15%	-1%
O=[N+]([O-])c1cccc(/C=N/n2cnnc2)c1	8%	3%	.	3%	7%	.	.	-5%
Cc1ccc(/C=N/NC(=S)NC(C)C)o1	4%	-3%	-9%	-16%	6%	1%	-3%	-2%

Some of the compounds tested; rates above refer to the full screens.
